Assay outcomes (PubChem)
rCAG binder: r(CAG) repeat RNA binding; TO-PRO-1 dye displacement fluorescence; actives 1.3% (n = 370,000); AID 651821; inhibition, % at 3 µM;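 active means inhibition above the plate cutoff, the mean of all test compounds on that plate plus 3 SD, cut at about 35% in these data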;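 further: 0% = DMSO alone and 100% = 100 µM mitoxantrone as full dye displacement; higher means more dye released from RNA so lower well fluorescence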
HTRA1 inh: blocks human HTRA1 serine peptidase | recombinant HTRA1, FP-rhodamine activity-based probe, fluorescence polarization | inhibition, % at 5.96 µM | actives 0.5% (n = 340,000); in the data active means inhibition above about 36%;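 further: 0% = enzyme with DMSO and 100% = wells lacking enzyme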
MBD2 DNA inh: blocks human MBD2 binding to methylated DNA. AID 686964. TR-FRET, MBD2 binding to methylated oligonucleotide. actives 0.31% (n = 370,000). inhibition, % at 4.4 µM. Q9UBB5; in the data active means inhibition above about 13%
NR1D1 modulator: modulators of human Rev-erb alpha DNA binding; P20393; Rev-erbα–FITC-DNA binding, fluorescence polarization, 90 min; activity, % at 10 µM; actives 0.79% (n = 370,000); AID 1259318;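 active means activity above about 14%, limit read from the data; passing the limit was not always enough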;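 further: 0% = DMSO wells with 35 nM protein and 100% = DMSO wells with 750 nM protein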
Target sequence (P20393 whole entry, looked up): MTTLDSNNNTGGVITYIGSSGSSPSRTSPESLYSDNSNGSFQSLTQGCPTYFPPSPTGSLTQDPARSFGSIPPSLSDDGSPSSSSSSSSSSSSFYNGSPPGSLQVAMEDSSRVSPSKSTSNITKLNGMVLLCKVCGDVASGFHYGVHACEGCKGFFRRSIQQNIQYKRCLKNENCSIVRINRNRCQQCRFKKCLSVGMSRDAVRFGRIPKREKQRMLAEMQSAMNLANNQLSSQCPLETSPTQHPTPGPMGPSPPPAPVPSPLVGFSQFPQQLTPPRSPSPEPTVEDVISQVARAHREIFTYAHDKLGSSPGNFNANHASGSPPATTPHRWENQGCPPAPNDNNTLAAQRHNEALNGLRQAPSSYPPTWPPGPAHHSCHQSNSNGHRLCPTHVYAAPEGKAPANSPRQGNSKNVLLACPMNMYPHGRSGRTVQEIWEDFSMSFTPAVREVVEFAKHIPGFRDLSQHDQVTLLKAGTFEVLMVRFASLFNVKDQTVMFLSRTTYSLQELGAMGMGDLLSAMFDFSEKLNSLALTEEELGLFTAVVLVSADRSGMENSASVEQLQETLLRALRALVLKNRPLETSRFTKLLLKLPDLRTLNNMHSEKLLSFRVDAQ
PG9 binder: small molecules binding HIV-1 gp120 antibody PG9 | AID 624416 | actives 0.43% (n = 360,000) | TR-FRET gp120-PG9 antibody binding | inhibition, % at 6.7 µM; in the data active means inhibition above about 8.5%
TCR CD3 inh: blocks the human TCR-CD3 interaction; TAMRA-labeled TCR probe fluorescence, biochemical; inhibition, % at 9.4 µM; actives 0.37% (n = 360,000); in the data active means inhibition above about 19%;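 further: recombinant mutant TCR 2C K166C tagged with TAMRA read by polarization; 0% = receptor in buffer alone and 100% = receptor with positive control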
ABHD4 inh: inhibitors of mouse ABHD4; purified mABHD4, FP-Rh probe fluorescence polarization; actives 0.54% (n = 370,000); inhibition, % at 8.92 µM; Q8VD66; AID 720543;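 active means inhibition exceeding the mean over every tested compound plus 3 SD, cut at about 30% in these data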;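 further: 0% = plate median of compound wells and 100% = S159A mutant with DMSO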
Target sequence (Q8VD66 whole entry, looked up): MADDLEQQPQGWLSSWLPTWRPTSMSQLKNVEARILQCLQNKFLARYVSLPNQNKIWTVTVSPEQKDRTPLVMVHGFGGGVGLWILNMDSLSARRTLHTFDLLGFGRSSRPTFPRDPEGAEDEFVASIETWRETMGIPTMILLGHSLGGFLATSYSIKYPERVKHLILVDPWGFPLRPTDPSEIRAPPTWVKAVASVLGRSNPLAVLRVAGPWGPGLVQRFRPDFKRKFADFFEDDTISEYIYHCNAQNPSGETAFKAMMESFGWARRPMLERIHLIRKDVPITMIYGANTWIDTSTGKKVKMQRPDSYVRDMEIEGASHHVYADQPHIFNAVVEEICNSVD
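Assay system: Wild-type mouse ABHD4 protein | Medium: HEPES pH 7.0 buffer, 150 mM NaCl, 0.01% Pluronic F-127 | Incubation: Enzyme–compound pre-incubation 45 min, then probe 60 min, both 25 °C | Technique: Fluorescence polarization with parallel and perpendicular emission, 525/598 nm | Evaluation: % inhibition of FP-Rh probe binding versus controls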
UHRF1 MBD2 ctr: blocks human UHRF1 binding to methylated DNA | UHRF1 binding to methylated oligo, TR-FRET | actives 0.75% (n = 370,000) | inhibition, % at 4.4 µM | Q96T88; in the data active means inhibition above about 21%;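 further: UHRF1 SRA domain binding a hemimethylated CpG hairpin DNA probe; 0% = median of test compound wells and 100% = reference inhibitor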
LEDGF integ inh: blocks HIV-1 LEDGF/p75-dependent DNA integration. TR-FRET IN-LEDGF/p75 DNA integration, Eu/Cy5. inhibition, % at 3.7 µM. actives 0.64% (n = 370,000);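 active means inhibition above the screen-wide mean plus 3 SD, cut at about 13% in these data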;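 further: signal is the Cy5 over europium emission ratio at 671 and 618 nm; 0% = plate median of compound wells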
PRMT1 FP inh: inhibitors of human PRMT1; inhibition, % at 2.79 µM; AID 652257; actives 1.3% (n = 370,000); Q99873; recombinant PRMT1, activity-based probe fluorescence polarization;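 active means inhibition above about 21% made by adding two undisclosed values, limit read from the data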
Numbers without * were called inactive; / = no result given.

The opening seven compounds, ahead of the listing:
compound,rCAG binder,HTRA1 inh,MBD2 DNA inh,NR1D1 modulator,PG9 binder,TCR CD3 inh,ABHD4 inh,UHRF1 MBD2 ctr,LEDGF integ inh,PRMT1 FP inh
CC(C)[C@H](NC(=O)c1ccccc1)C(=O)OCC(=O)N1CC2(C)CC1CC(C)(C)C2 (stereo partly specified),3,8,4,-2,0.2,4,4,2,2,2
CCNC(=O)CSc1nc2sccc2c(=O)n1-c1ccccc1,10,-12,0,3,0.6,1,-1,1,-2,3
Cc1nc2sc3c(c2c(=O)[nH]1)CCCCC3,1,8,-6,0,1.2,1,3,-2,-3,0
COc1ccccc1-c1nnc(SCC(=O)OC(C)C)o1,-7,0,3,-4,-0.4,3,4,0,-1,1
CCOC(=O)C1CCCN(C(=O)c2cncc(Br)c2)CC1 (stereo unspecified),1,/,2,-2,-0.1,3,0,1,1,-1
Cc1ccc(Cn2nnnc2CN2CCC(O)(c3ccc(F)cc3)CC2)cc1,-5,-12,-4,-3,-0.3,-1,-2,-1,0,0
CSCCC1NC2(C(=O)Nc3c(C)cc(Cl)cc32)[C@@H]2C(=O)N(C3CCCC3)C(=O)[C@H]12 (stereo partly specified),4,-14,0,-1,1.0,-10,-8,1,1,0

The list itself, repeating the preview:
compound,rCAG binder,HTRA1 inh,MBD2 DNA inh,NR1D1 modulator,PG9 binder,TCR CD3 inh,ABHD4 inh,UHRF1 MBD2 ctr,LEDGF integ inh,PRMT1 FP inh
CC(C)[C@H](NC(=O)c1ccccc1)C(=O)OCC(=O)N1CC2(C)CC1CC(C)(C)C2 (stereo partly specified),3,8,4,-2,0.2,4,4,2,2,2
CCNC(=O)CSc1nc2sccc2c(=O)n1-c1ccccc1,10,-12,0,3,0.6,1,-1,1,-2,3
Cc1nc2sc3c(c2c(=O)[nH]1)CCCCC3,1,8,-6,0,1.2,1,3,-2,-3,0
COc1ccccc1-c1nnc(SCC(=O)OC(C)C)o1,-7,0,3,-4,-0.4,3,4,0,-1,1
CCOC(=O)C1CCCN(C(=O)c2cncc(Br)c2)CC1 (stereo unspecified),1,/,2,-2,-0.1,3,0,1,1,-1
Cc1ccc(Cn2nnnc2CN2CCC(O)(c3ccc(F)cc3)CC2)cc1,-5,-12,-4,-3,-0.3,-1,-2,-1,0,0
CSCCC1NC2(C(=O)Nc3c(C)cc(Cl)cc32)[C@@H]2C(=O)N(C3CCCC3)C(=O)[C@H]12 (stereo partly specified),4,-14,0,-1,1.0,-10,-8,1,1,0
CCC(=O)c1cc2c(cc1NC(=O)c1ccccc1)OCCO2,2,6,1,2,-2.4,-3,1,6,2,1
NC(=NC(=O)c1ccc(OCC(F)(F)F)nc1)c1ccccc1,-3,0,-1,7,0.2,7,2,-1,-5,-1
COc1cc(/C=N/NC(=O)c2nnn(-c3nonc3N)c2C(C)C)ccc1OCc1ccccc1,1,-54,-4,2,-0.6,8,-4,-4,0,-3
CC(=O)Nc1ccc(C(=O)OCC(=O)Nc2c(F)cccc2F)cc1,-1,0,2,-6,-2.0,4,-3,-2,1,-2
COc1cccc(OC)c1OCCNCCO,-3,8,7,0,-1.0,2,11,0,1,4
CCCS(=O)(=O)N1CCC(C(=O)NCc2cccnc2)CC1,2,2,2,-1,-0.1,-2,1,0,2,0
CCOc1ccc(CNn2nnnc2N)cc1,2,0,3,-2,-0.8,0,-1,1,3,1
O=C(Nc1ccc(F)cc1F)c1ccc2c(c1)[nH]c(=O)n2Cc1ccc(F)cc1,-2,-24,1,18,5.7,2,0,-2,2,-6
O=C(CSc1nccn1-c1ccccc1)c1ccc(Cl)cc1,-3,7,0,4,-0.5,5,6,-1,-1,1

Next section:
Letter code – A = rCAG binder; B = HTRA1 inh; C = MBD2 DNA inh; D = NR1D1 modulator; E = PG9 binder; F = TCR CD3 inh; G = ABHD4 inh; H = UHRF1 MBD2 ctr; I = LEDGF integ inh; J = PRMT1 FP inh
Compound: O=C(Nc1ccc2c(c1)OCCO2)C1CCCN(S(=O)(=O)c2cccc3nsnc23)C1 (stereo unspecified)
  A = -2	B = -5	C = 0	D = 7	E = -0.6	F = 2	G = -1	H = 0	I = -1	J = -2
Compound: NNC(=O)c1ccccc1OCc1ccccc1
  A = 1	B = -45	C = 0	D = 0	E = -0.1	F = 0	G = -11	H = -2	I = -2	J = 1
Compound: COc1ccccc1N1CCN(CCN2C(=O)C3CCCN3C2=O)CC1 (stereo unspecified)
  A = -3	B = -3	C = 1	D = -2	E = 0.5	F = -3	G = -2	H = 1	I = 4	J = 0
Compound: COC(=O)N=Nc1c(O)[nH]c2ccc(Br)cc12
  A = 2	B = -1	C = -3	D = -6	E = -2.8	F = 12	G = -4	H = -7	I = 1	J = -1
Compound: COc1cc(S(=O)(=O)Nc2cccc3cn[nH]c23)c(OC)cc1C
  A = 1	B = -7	C = 2	D = -2	E = -1.5	F = -1	G = 6	H = 0	I = 1	J = 4
Compound: CCCCCCC(=O)N1CCC(c2nc3c(nnn3Cc3ccccc3Cl)c(=O)[nH]2)CC1
  A = 0	B = -24	C = -2	D = 1	E = 0.8	F = 0	G = 13	H = 6	I = -1	J = 2
Compound: COc1cc(C(=O)OCC(=O)Nc2ccc(F)cc2F)cc(OC)c1OC
  A = -6	B = 3	C = 2	D = 3	E = -0.8	F = 8	G = 3	H = -2	I = 1	J = -1
Compound: CCNc1ncnc2[nH]ncc12
  A = 1	B = 5	C = 3	D = -4	E = -0.2	F = -1	G = -3	H = 3	I = 1	J = -4
Compound: CC(C)CCNC(=O)NC(=O)COC(=O)c1cc(S(=O)(=O)N2CCOCC2)ccc1N1CCCCC1
  A = -2	B = 7	C = -1	D = 15	E = 32*	F = 4	G = -1	H = 0	I = -1	J = -2
Compound: Cc1ccc2c(c1)-c1c(cnn1CC(=O)N(Cc1ccco1)C1CCCCC1)CO2
  A = 4	B = -18	C = 1	D = -4	E = -1.1	F = 0	G = -6	H = 2	I = 5	J = 1
Compound: Cc1ccc(S(=O)(=O)N2CCN(C(=O)COC(=O)c3cc([N+](=O)[O-])ccc3NCCO)CC2)c(C)c1
  A = 6	B = -2	C = 2	D = 12	E = 0.8	F = 4	G = 4	H = 0	I = -5	J = 5
Compound: O=S1(=O)c2ccc(N3CCCC3)cc2Oc2ccccc2CN1Cc1cn(Cc2ccc(F)cc2)nn1
  A = 13	B = /	C = 1	D = 11	E = /	F = /	G = 5	H = 1	I = 3	J = 4
Compound: O=C(NC(c1ccccc1)c1ccccc1)c1ccc(CO)cc1
  A = 1	B = -10	C = 2	D = 5	E = -1.8	F = 4	G = -4	H = -1	I = 1	J = 1
Compound: CCN(CC)S(=O)(=O)c1cccc(NC(=O)COC(=O)/C=C/c2cccs2)c1
  A = 3	B = -17	C = 2	D = -5	E = 0.4	F = -2	G = -2	H = 4	I = -4	J = -2
Compound: COCCn1c(SCc2ccccc2)nc2c1c(=O)[nH]c(=O)n2C
  A = -2	B = 3	C = 1	D = -1	E = -0.5	F = -6	G = -2	H = 1	I = -1	J = -5
Compound: CC(C)N(C(=O)[C@H]1CC(CC(=O)NC(C)(C)C)C(=O)N2CCc3c([nH]c4ccccc34)[C@]12C)C(C)C (stereo partly specified)
  A = -3	B = 1	C = 4	D = 3	E = -1.4	F = 5	G = 1	H = -3	I = 1	J = -1
Compound: O=C(OCc1ccccc1)c1cccc(-c2nnc(-c3ccccc3)o2)c1
  A = 2	B = -7	C = -6	D = 3	E = -0.5	F = 6	G = 4	H = 0	I = -1	J = -3
Compound: Cc1c(NC(=O)OCCNC(=O)COc2c(Cl)cccc2Cl)sc(=S)n1C
  A = 4	B = -5	C = -7	D = -1	E = -1.7	F = -3	G = 6	H = 3	I = -2	J = 5
Compound: CC(=O)N1c2ccc(S(=O)(=O)NCCC(=O)N(C)Cc3ccccc3)cc2CC1C (stereo unspecified)
  A = 2	B = 7	C = 0	D = 2	E = -1.3	F = 2	G = -5	H = 5	I = -1	J = 9
Compound: CCC(C)N1C(=O)S/C(=C/c2ccc(N3CCOCC3)cc2C)C1=O (stereo unspecified)
  A = 0	B = 1	C = 2	D = 4	E = -1.8	F = -3	G = 1	H = 2	I = -2	J = 0
Compound: Nc1ncnc(SCc2c(F)cccc2Cl)n1
  A = 1	B = /	C = 2	D = 2	E = -1.5	F = 3	G = -5	H = -2	I = 5	J = -1
Compound: COc1ccccc1N1CCN(c2nc(-c3ccccc3)cc(C(F)(F)F)n2)CC1
  A = -2	B = 7	C = -1	D = 2	E = -1.0	F = 4	G = 3	H = -1	I = 2	J = -2
Compound: C/C(=N/NC(=O)c1cccc(C)c1)c1c(O)cc(C)oc1=O
  A = -1	B = -6	C = 3	D = -1	E = -0.9	F = -1	G = 6	H = 0	I = 0	J = -3
Compound: COc1ccc(-n2c3c(c(=O)[nH]c2=O)C(NC(=O)c2ccncc2)(C(F)(F)F)C(=O)N3)cc1 (stereo unspecified)
  A = 0	B = -5	C = -3	D = -4	E = -1.1	F = 8	G = -9	H = -3	I = 3	J = -2
Compound: C[C@@H]1CCCCO[C@@H](CN(C)C(=O)NC2CCCCC2)[C@@H](C)CN([C@H](C)CO)C(=O)c2cc(N(C)C)ccc2O1
  A = 7	B = /	C = 1	D = -5	E = -1.4	F = -3	G = 8	H = -1	I = -4	J = -2

A second format for part of the listing above:
Values in the order – rCAG binder, HTRA1 inh, MBD2 DNA inh, NR1D1 modulator, PG9 binder, TCR CD3 inh, ABHD4 inh, UHRF1 MBD2 ctr, LEDGF integ inh, PRMT1 FP inh
- Nc1ncnc(SCc2c(F)cccc2Cl)n1
  1, /, 2, 2, -1.5, 3, -5, -2, 5, -1
- COc1ccccc1N1CCN(c2nc(-c3ccccc3)cc(C(F)(F)F)n2)CC1
  -2, 7, -1, 2, -1.0, 4, 3, -1, 2, -2

An excerpt. The share of hits here may be higher or lower than overall.
